Assay outcomes: PubChem BioAssay, National Center for Advancing Translational Sciences (NCATS)
MmCpn inh: Inhibitors of TCP-1 ring complex (TRiC) of Methanococcus maripaludis (MmCpn): qHTS; Potency, µM (series often up to 76.9 µM), for the others: top-dose activity, negative = inhibition, most hits filed as inhibitors; purified Mm-Cpn ATPase, ADP Transcreener TR-FRET; actives 0.031% (n = 330,000); note: potency is the fitted concentration of half-maximal effect; % is set by controls: 0 for no effect and ±100 for the full control effect; nearly all actives have a fitted effect of over 80% in size
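Quantitative HTS used 25 nM Mm-CPN and 10 uM ATP in magnesium/KCl Tris buffer, pH 7.4, with 1 mM DTT. Hydrolysis ran 30 min at 37°C; ADP was read by HTRF.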
S2 tox: Viability Counterscreen for Primary qHTS for Inhibitors of ATXN expression. AID 651635, 2014. actives 0.49% (n = 400,000). Potency, µM (series often up to 56.7 µM), usual class: cytotoxic. S2 cells (HEK-293 line with an ATXN2-luciferase reporter) viability, CellTiter-Fluor protease fluorescence, 24 h; note: potency is the fitted concentration of half-maximal effect; nearly all actives have a fitted effect of over 40% in size
TGFb SMAD3 inh: qHTS for Inhibitors of TGF-b. Potency, µM (doses to about 46.1 µM), without a hit: at the top dose activity, negative = inhibition, actives largely listed as inhibitors. HepG2 CAGA-GFP TGF-b/SMAD3 reporter, GFP fluorescence, 18 h; TGF-beta stimulated, 500 pg/mL final. actives 1.2% (n = 410,000); note: potency is the fitted concentration of half-maximal effect; % is set by controls: 0 for no effect and ±100 for the full control effect; nearly all actives have a fitted effect of over 65% in size
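Cell-based qHTS in HEPG2 carrying a CAGA-GFP Smad reporter; compounds added before 500 pg/mL final TGF-beta, 18 h incubation at 37 degrees C, GFP fluorescence quantified per cell by imaging cytometry.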
Nrf2 ARE act: qHTS of Nrf2 Activators; AREc32 ARE-luciferase reporter (MCF7-derived line), luminescence, 24 h; Potency, µM (series often up to 46.1 µM), for inactives: at the top dose activation, usual class: activators; actives 0.31% (n = 410,000); AID 624171, 2012; note: potency is the fitted concentration of half-maximal effect; % of control where 0% means no effect; nearly all actives have a fitted effect of over 65% in size
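Cells of the AREc32 ARE-luciferase line are plated in OPTI-MEM containing 5% FBS and left overnight at 37 deg C. Compounds are pinned in, incubation continues 24 hr, and firefly luciferase signal is then measured.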
Nrf2 block: Nrf2 qHTS screen for inhibitors; A549 ARE-Fluc reporter, luciferase luminescence, 18-24 h; Potency, µM (series often up to 46 µM), for inactives: top-dose activity change, negative = inhibition, most hits filed as inhibitors; actives 2.1% (n = 360,000); AID 504444, 2011; note: potency is the fitted concentration of half-maximal effect; % is set by controls: 0 for no effect and ±100 for the full control effect; nearly all actives have a fitted effect of over 60% in size
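Concentration-response testing used A549 ARE_Fluc cells at 5000 cells/well. Following an 18-24 h compound incubation, viability was read by fluorescence (Ex 405/Em 525) and luciferase output by luminescence.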
A549 viability: Nrf2 qHTS screen for inhibitors: counterscreen for cytotoxicity; A549 ARE-Fluc cells, CellTiter-Fluor viability, 18-24 h; Potency, µM (highest dose often 46 µM), without a hit: at the top dose activity change, negative = cytotoxicity, actives largely listed as inhibitors; actives 0.16% (n = 390,000); note: potency is the fitted concentration of half-maximal effect; % is set by controls: 0 for no effect and ±100 for the full control effect
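A549 ARE-Fluc cells in 5% FBS OPTI-MEM, 5000 cells/well, rested 2 h then exposed to compounds in concentration-response for 18-24 h at 37 °C. Viability by CellTiter-Fluor fluorescence (Ex 405/Em 525) after 30 min; luciferase luminescence (BugLite, 15 min, RT) read afterwards.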
CCT modulator: High-Throughput Screening for Modulators of Cytosolic Chaperonin Activity; purified chaperonin ATPase assay, HTRF ADP detection, 30 min; activity change, % (no concentration beside the values), hits read low; actives 0.3% (n = 360,000); in the data active = activity change below about -30%; note: % is set by controls: 0 for no effect and ±100 for the full control effect
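Nucleotide hydrolysis assay: TRiC at 20–40 nM final (set by batch activity) with 10 uM ATP, 30 min at 37 °C, in presence of 76 uM compound. Detection by competitive ADP HTRF, 30 min ambient.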
Akt phos inh: HTS Assay for Inhibitors of Akt Phophorylation: Primary Screen. Neuro2A IGF-stimulated pAkt S473 HTRF, 20 min; active compounds read low. activity change, % for hits at 50 µM. actives 0.32% (n = 360,000); in the data active = activity change below about -80%; inconclusive = mostly about -51% to -80%; note: % is set by controls: 0 for no effect and ±100 for the full control effect
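Neuro2A cells (4,500/well, DMEM with 0.5% FBS) were treated with compound at a single 50 µM final concentration, stimulated with 6 nM IGF for 20 min at 37 °C, and lysed. Phospho-Akt Ser473 was read by HTRF as 665/615 ratio ×10^4.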
HepG2 viability: qHTS for Inhibitors of TGF-b: Cytotox Counterscreen; HepG2 CAGA-GFP viability, ATP luminescence, 18 h; Potency, µM (top dose mostly 46.1 µM), for inactives: at the top dose activity change, negative = cytotoxicity, usual class: cytotoxic; actives 0.76% (n = 410,000); AID 588856, 2011; note: potency is the fitted concentration of half-maximal effect; some results filed as inactive show a strong effect at the top dose
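HepG2 CAGA-GFP cells (1000/well, DMEM with 1% FBS) received compound, then TGF-beta at 500 pg/mL final, and were incubated 18 hours at 37 degrees C. Viability was read by CellTiter-Glo luminescence. Media-only wells were set as complete cell-killing and DMSO as no toxicity.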
Numbers without * were called inactive; [ ] = remark or other dose. Unless noted, calls come from the whole dose curve; as a rule, active = well fitted curve in the direction sought with a large enough effect; inconclusive = small, poorly fitted or top-dose-only effect, or another doubt; inactive = no such curve, though single readings can be large; an effect the other way counts as inactive or inconclusive.

`O=C(NC1=NCCS1)c1cc(-c2cccnc2)nc2ccccc12` gave MmCpn inh 1%, S2 tox inactive, TGFb SMAD3 inh 18%, Nrf2 ARE act 3.8%, Nrf2 block 4%, A549 viability -1%, CCT modulator -4.8, Akt phos inh inactive and HepG2 viability -3%.
Screening Cn1c(=O)c2sc3c(c2n(CC(=O)Nc2ccccc2)c1=O)COC(C)(C)C3 returned MmCpn inh 0%, S2 tox inactive, TGFb SMAD3 inh -10%, Nrf2 ARE act -0.6%, Nrf2 block 2%, A549 viability 1%, CCT modulator -2.1, Akt phos inh inactive and HepG2 viability -2%.
Screening CC(=O)c1ccc(N2CCN(C(=O)c3cc4c(s3)CCCC4)CC2)cc1 returned MmCpn inh -5%, S2 tox inconclusive, TGFb SMAD3 inh inconclusive, Nrf2 ARE act 3.5%, Nrf2 block -12%, A549 viability 0%, CCT modulator -0.5, Akt phos inh inactive and HepG2 viability -8%.
Cc1ccccc1C(=O)Nc1nnc(S(=O)(=O)N2CCc3ccccc32)s1 was read as S2 tox inactive, TGFb SMAD3 inh inconclusive, Nrf2 ARE act 2.8%, Nrf2 block inconclusive, A549 viability 7% and HepG2 viability -40%.
CN(C)C1(CNC(=O)COc2cccc(Cl)c2)CCCCC1 was read as S2 tox inactive, TGFb SMAD3 inh 8%, Nrf2 ARE act -0.3%, Nrf2 block -6%, A549 viability 0% and HepG2 viability -11%.
For CCn1ccc(=N)cc1 the results were MmCpn inh 0%, S2 tox inactive, TGFb SMAD3 inh 24%, Nrf2 ARE act -0.4%, A549 viability -16%, CCT modulator -0.7, Akt phos inh inactive and HepG2 viability 13%.
For O=C(C[N+]1(CC#Cc2ccccc2)CCOCC1)c1ccc(Cl)cc1 the results were MmCpn inh 2%, S2 tox inconclusive, TGFb SMAD3 inh 8%, Nrf2 ARE act 0.4%, Nrf2 block -4%, A549 viability -5%, CCT modulator -0.9, Akt phos inh inactive and HepG2 viability -1%.
Screening COCCOC(=O)c1c(C)nc(SCC(=O)Nc2cccc3ccccc23)c(C#N)c1-c1ccco1 returned MmCpn inh -1%, S2 tox inactive, TGFb SMAD3 inh 6%, Nrf2 ARE act 8.8%, Nrf2 block inconclusive, A549 viability -1%, CCT modulator -2.1, Akt phos inh inactive and HepG2 viability -12%.
For Cc1ccc(-n2c(C)cc(C3=NNC(=NC4CC4)SC3)c2C)cc1C the results were MmCpn inh 0%, S2 tox inconclusive, TGFb SMAD3 inh inconclusive, Nrf2 ARE act 6.4%, Nrf2 block inconclusive, A549 viability inconclusive, CCT modulator 1.4, Akt phos inh inactive and HepG2 viability -20%.
Screening NC(=S)NNC(=O)Nc1ccc(Cl)c(Cl)c1 returned MmCpn inh -1%, S2 tox inactive, TGFb SMAD3 inh -17%, Nrf2 ARE act 0.2%, Nrf2 block -10%, A549 viability -3%, CCT modulator -3.5, Akt phos inh inactive and HepG2 viability -24%.
Screening Oc1c(Br)cc(Br)cc1CNn1cnnc1 returned MmCpn inh -6%, S2 tox inactive, TGFb SMAD3 inh 3%, Nrf2 ARE act 0.1%[9.22 µM], Nrf2 block 3%, A549 viability 6%, CCT modulator -0.3, Akt phos inh inactive and HepG2 viability 7%.
For C=C1CCN([C@@H](CC(C)C)C(=O)NCc2ccc(OC)cc2)S(=O)(=O)c2ccccc21 the results were S2 tox inactive, TGFb SMAD3 inh inconclusive, Nrf2 ARE act 2.3%, Nrf2 block 3%, A549 viability -1%, CCT modulator -1.2, Akt phos inh inactive and HepG2 viability -14%.
O=C1CCCN1CCCn1cnc2c([nH]c3ccc(F)cc32)c1=O was read as MmCpn inh -2%, S2 tox inactive, TGFb SMAD3 inh 1%, Nrf2 ARE act 0.5%, Nrf2 block -9%, A549 viability -1%, CCT modulator 0.0, Akt phos inh inactive and HepG2 viability -16%.
COC(=O)c1ccc(CSc2nc3ccccc3o2)cc1 was read as MmCpn inh -1%, S2 tox inactive, TGFb SMAD3 inh 4%, Nrf2 ARE act -0.3%, Nrf2 block inconclusive, A549 viability -3%, CCT modulator 1.2, Akt phos inh inactive and HepG2 viability -2%.
`COc1ccc(NC(=O)C(c2ccccc2)N2CCN(c3ccccn3)CC2)cc1Cl` (stereo not drawn) gave MmCpn inh 1%, S2 tox inactive, TGFb SMAD3 inh -11%, Nrf2 ARE act -0.2%, Nrf2 block 17%, A549 viability -11%, CCT modulator 0.3, Akt phos inh inactive and HepG2 viability 2%.

Sorted by molecular weight (falling): part of the list above
For C=C1CCN([C@@H](CC(C)C)C(=O)NCc2ccc(OC)cc2)S(=O)(=O)c2ccccc21 the results were S2 tox inactive, TGFb SMAD3 inh inconclusive, Nrf2 ARE act 2.3%, Nrf2 block 3%, A549 viability -1%, CCT modulator -1.2, Akt phos inh inactive and HepG2 viability -14%.
Screening CC(=O)c1ccc(N2CCN(C(=O)c3cc4c(s3)CCCC4)CC2)cc1 returned MmCpn inh -5%, S2 tox inconclusive, TGFb SMAD3 inh inconclusive, Nrf2 ARE act 3.5%, Nrf2 block -12%, A549 viability 0%, CCT modulator -0.5, Akt phos inh inactive and HepG2 viability -8%.
Screening NC(=S)NNC(=O)Nc1ccc(Cl)c(Cl)c1 returned MmCpn inh -1%, S2 tox inactive, TGFb SMAD3 inh -17%, Nrf2 ARE act 0.2%, Nrf2 block -10%, A549 viability -3%, CCT modulator -3.5, Akt phos inh inactive and HepG2 viability -24%.

Carrying on.
`Cc1ccc2c(c1)N(CC(=O)N1CCCc3ccccc31)C(=O)CO2` gave MmCpn inh 3%, S2 tox inactive, TGFb SMAD3 inh inconclusive, Nrf2 ARE act 2.3%, Nrf2 block -13%, A549 viability 2%, CCT modulator 0.1, Akt phos inh inactive and HepG2 viability -32%.
For Cc1cc(C)n2nc(SCC(=O)N3CCC(C(=O)O)CC3)nc2n1 the results were MmCpn inh 2%, S2 tox inactive, TGFb SMAD3 inh inconclusive, Nrf2 ARE act -0.4%, Nrf2 block inconclusive, A549 viability 3%, CCT modulator -0.7, Akt phos inh inactive and HepG2 viability -17%.
Screening CCCCNC(=O)C1CCN(S(=O)(=O)c2cc(Br)cc3c2N(C(=O)CC)CC3)CC1 returned S2 tox inactive, TGFb SMAD3 inh -24%, Nrf2 ARE act 2.8%, Nrf2 block -25%, A549 viability -5% and HepG2 viability -17%.
`CC(NCc1ccccc1O)C12CC3CC(CC(C3)C1)C2` (stereo not drawn) gave MmCpn inh 2%, S2 tox inactive, TGFb SMAD3 inh -15%, Nrf2 ARE act 5.8%, Nrf2 block 0%, A549 viability 5%, CCT modulator -0.3, Akt phos inh inactive and HepG2 viability -48%.
Screening Cc1cccc(CN2CCCC(C(=O)c3ccc4c5c(cccc35)CC4)C2)n1 (stereo not drawn) returned MmCpn inh -7%, S2 tox inactive, TGFb SMAD3 inh 10µM*, Nrf2 ARE act -0.5%, Nrf2 block -9%, A549 viability -13%, CCT modulator 1.8, Akt phos inh inactive and HepG2 viability -60%.
Screening COc1ccc(CN(C)Cc2cc(=O)n3ccsc3n2)c(OC)c1OC returned MmCpn inh 4%, S2 tox inactive, TGFb SMAD3 inh 5%, Nrf2 ARE act 0.4%, Nrf2 block -3%, A549 viability -2%, CCT modulator -5.3, Akt phos inh inactive and HepG2 viability 0%.
For CN(C)c1cccc2c1c(NC(=O)c1ccc(Cl)cc1)nn2C the results were MmCpn inh -3%, S2 tox inactive, TGFb SMAD3 inh inconclusive, Nrf2 ARE act -0.8%, Nrf2 block 0%, A549 viability -11%, CCT modulator 0.5, Akt phos inh inactive and HepG2 viability -177%.
For Cc1ccnc(NC(=O)c2ccc(COc3c(F)c(F)cc(F)c3F)o2)c1 the results were MmCpn inh 1%, S2 tox inactive, TGFb SMAD3 inh 8%, Nrf2 ARE act 4.4%, Nrf2 block 0%, A549 viability 3%, CCT modulator -6.2, Akt phos inh inactive and HepG2 viability -27%.
`CCOc1cc(/C=C2/NC(=O)N(CC(=O)Nc3cccc(C)c3)C2=O)ccc1OCC(N)=O` gave MmCpn inh -24%, S2 tox inactive, TGFb SMAD3 inh 17%, Nrf2 ARE act -0.4%, Nrf2 block 0%, A549 viability 1%, CCT modulator 1.8, Akt phos inh inactive and HepG2 viability 4%.
Screening CN(C)N1C(N)=C(C#N)C(c2ccccc2Cl)C2=C1CCCC2=O (stereo not drawn) returned MmCpn inh 1%, S2 tox inactive, TGFb SMAD3 inh 10%, Nrf2 ARE act 2.5%, Nrf2 block 1%, A549 viability -19%, CCT modulator -2.4, Akt phos inh inactive and HepG2 viability -1%.
NC(=O)C1CCN(C(=O)Cc2ccc(-c3ccccc3)cc2)CC1 was read as MmCpn inh 0%, S2 tox inactive, TGFb SMAD3 inh 8%, Nrf2 ARE act -0.4%, Nrf2 block 1%, A549 viability 2%, CCT modulator -1.7, Akt phos inh inactive and HepG2 viability 4%.
CCOc1ccc(NC(=O)CSc2ccc3ccccc3n2)cc1 was read as Nrf2 ARE act 4.6%, Nrf2 block -7%, A549 viability 1% and HepG2 viability -12%.
Screening O=C(/C=C/c1ccc2c(c1)OCO2)NCc1ccc(F)cc1 returned MmCpn inh 4%, S2 tox inactive, TGFb SMAD3 inh -10%, Nrf2 ARE act 0.1%, Nrf2 block 12%, A549 viability 8%, CCT modulator -2.0, Akt phos inh inactive and HepG2 viability -31%.
For CS(=O)(=O)N(CC(=O)NC1CCCC1)Cc1ccc(F)cc1 the results were MmCpn inh 1%, S2 tox inactive, TGFb SMAD3 inh 3%, Nrf2 ARE act -0.8%, Nrf2 block -2%, A549 viability 0%, CCT modulator -0.7, Akt phos inh inactive and HepG2 viability 3%.
